FXN GAA850 act: activators of GAA850 frataxin (FXN) promoter; AID 540364; HEK293 lucGAA850 FXN promoter luciferase reporter, 24 h; percent of 10 µM SAHA response; activation, % at 6 µM; hit rate 0.56% among 360,000;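 active = activation above the average of all compounds screened plus 3 SD, cutoff fixed separately per campaign, cut at about 7.5% in these data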;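 also: 0% = DMSO wells and 100% = 10 µM SAHA wells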
Tn6 DDE FP: inhibitors of Tn6 peptide binding to human fibrin DD(E). inhibition, % at 8.3 µM. Fibrin DD(E) TRITC-Tn6 fluorescence polarization displacement. hit rate 0.21% among 370,000. AID 720509;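 active = inhibition above a per-campaign cutoff: mean of compounds within control limits plus 3 SD, cut at about 15% in these data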;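 also: 0% = median of all compound wells on the plate and 100% = blocking peptide control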
Target sequence (P02675 whole entry, looked up): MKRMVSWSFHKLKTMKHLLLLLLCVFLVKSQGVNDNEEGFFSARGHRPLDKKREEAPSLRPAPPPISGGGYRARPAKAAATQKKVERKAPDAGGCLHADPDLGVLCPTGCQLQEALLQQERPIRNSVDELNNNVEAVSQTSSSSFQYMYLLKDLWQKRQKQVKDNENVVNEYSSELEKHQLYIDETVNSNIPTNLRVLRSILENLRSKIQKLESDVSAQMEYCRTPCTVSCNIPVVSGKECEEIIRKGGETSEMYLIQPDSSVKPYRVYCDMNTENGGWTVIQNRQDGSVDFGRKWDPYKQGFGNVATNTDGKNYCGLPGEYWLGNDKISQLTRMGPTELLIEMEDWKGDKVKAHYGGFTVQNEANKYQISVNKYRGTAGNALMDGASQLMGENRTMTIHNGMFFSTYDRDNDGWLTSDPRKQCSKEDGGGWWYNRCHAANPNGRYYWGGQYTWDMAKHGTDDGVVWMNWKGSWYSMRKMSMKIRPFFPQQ
rCAG binder: r(CAG) repeat RNA binding; AID 651821; hit rate 1.3% among 370,000; inhibition, % at 3 µM; TO-PRO-1 dye displacement fluorescence;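 active = inhibition above the plate cutoff, the mean of all test compounds on that plate plus 3 SD, cut at about 35% in these data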;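 also: 0% = DMSO alone and 100% = 100 µM mitoxantrone as full dye displacement; higher means more dye released from RNA so lower well fluorescence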
NPR2 activator: GC-B (human) receptor activation; activation, % at 10 µM; P20594; AID 1920062; HEK293-GC-B cells, CNP EC30, cGMP TR-FRET; 0% at EC30 CNP, 100% saturating CNP; hit rate 0.11% among 370,000;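 active = activation at 10 µM reaching about 35% in either raw or pattern-adjusted values, limit read from the data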
KLK7 zymogen act: activates the human kallikrein-7 zymogen | purified proKLK7, EDANS-DABCYL substrate fluorescence; 100% is mature enzyme control, 0% vehicle | activation, % at 7 µM | AID 652039 | hit rate 0.9% among 370,000;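 active = activation above the mean of all tested compounds plus 3 SD, computed per campaign excluding outliers beyond control limits, cut at about 13% in these data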
ARFGAP1 inhibitor: inhibitors of rat ARFGAP1; Q62848; hit rate 0.26% among 360,000; AID 651572; inhibition, % at 16.5 µM; Arfgap1-stimulated ARF1 GTP hydrolysis, GDP FP detection;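 active = inhibition above a per-plate limit, mean inhibition of low control wells plus 3 SD, cut at about 25% in these data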;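 also: 0% = DMSO wells with enzyme and 100% = wells lacking Arfgap1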
Target sequence (Q62848 1-136 limits assumed): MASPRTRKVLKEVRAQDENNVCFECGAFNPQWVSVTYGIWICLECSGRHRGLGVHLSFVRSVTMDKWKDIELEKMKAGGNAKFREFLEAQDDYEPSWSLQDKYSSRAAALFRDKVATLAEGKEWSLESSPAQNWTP
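system = rat Arfgap1 catalytic domain, aa 1-136 | technique = FP, GDP Alexa 633 tracer displaced from anti-GDP antibody, 620/688 nm | compound = one concentration, 16.5 µM, DMSO 1.26% | medium = HEPES-based buffer, pH 7.5 | timing = compound-enzyme preincubation 20 min, reaction 120 min, detection 60 min, 25 °C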
ASAP1 inh: inhibitors of human ASAP1 ArfGAP activity; inhibition, % at 16.5 µM; ASAP1-stimulated ARF1 GTP hydrolysis, GDP FP detection; hit rate 0.19% among 360,000; in the data active = inhibition above about 25%;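 also: 0% = vehicle with enzyme and substrate and 100% = no enzyme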
Target sequence (Q9ULH1 325-724 limits assumed): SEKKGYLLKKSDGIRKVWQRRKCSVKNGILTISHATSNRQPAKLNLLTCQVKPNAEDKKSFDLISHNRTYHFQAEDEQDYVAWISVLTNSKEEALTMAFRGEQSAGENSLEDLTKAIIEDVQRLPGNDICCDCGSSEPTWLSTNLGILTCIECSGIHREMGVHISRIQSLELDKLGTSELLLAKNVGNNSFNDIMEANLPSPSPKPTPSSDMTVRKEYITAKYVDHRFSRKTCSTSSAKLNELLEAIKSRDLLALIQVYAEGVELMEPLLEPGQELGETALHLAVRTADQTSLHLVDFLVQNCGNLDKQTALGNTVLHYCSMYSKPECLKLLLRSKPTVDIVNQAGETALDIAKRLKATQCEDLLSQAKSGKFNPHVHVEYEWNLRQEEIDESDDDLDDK
ADAM10 inh: inhibits human ADAM10. O14672. recombinant ADAM10, EDANS/DABCYL FRET peptide cleavage, 3 h. inhibition, % at 7 µM. hit rate 0.62% among 370,000. AID 720582;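 active = inhibition above a per-campaign cutoff equal to the mean of compounds falling between control-based bounds plus 3 SD, cut at about 20% in these data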;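 also: 0% = DMSO wells while the 100% control is not disclosed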
GC-A act: GC-A (human) enzyme activation; activation, % at 10 µM; AID 1671463; P16066; hit rate 0.14% among 370,000; HEK293 GC-A cells, cGMP TR-FRET, EC30 ANP; 0% at EC30 ANP, 100% saturating ANP; in the data active = activation above about 40%
sPLA2-III inh: Inhibits HGIII-sPLA2 liposome hydrolysis, primary screen | QFRET BODIPY PC-A2 liposome hydrolysis, fluorescence | AID 743126 | hit rate 0.56% among 370,000 | inhibition, % at 12.2 µM;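 active = inhibition above mean plus 3 SD of compounds lying within the high and low control bounds, cut at about 19% in these data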;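 also: 0% = median of test compound wells and 100% = no enzyme DMSO wells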
Numbers without * were called inactive; / = no result given.

# | Compound | FXN GAA850 act | Tn6 DDE FP | rCAG binder | NPR2 activator | KLK7 zymogen act
1 | CCOc1cc(/C=N/NC(N)=O)ccc1OCC(=O)Nc1ccc(C)c(C)c1 | 2.2 | -7 | -3 | -8 | -0.4
2 | CCOC(=O)/C(C#N)=C/c1c(N2CCN(Cc3ccc4c(c3)OCO4)CC2)nc2c(C)cccn2c1=O | 2.2 | 1 | 1 | -7 | 0.1
3 | NC(=S)C1COc2ccccc2O1 (stereo not given) | 0.5 | -6 | -2 | 5 | 0.1
4 | CC(C)(CC(=O)O)CC(=O)NCc1c(Cl)cccc1Sc1ccc(Cl)cc1 | 2.3 | 4 | 9 | 1 | -0.1
5 | CCC(C)N(C(=O)Cn1cnc2c1c(=O)n(C)c(=O)n2C)C1CCS(=O)(=O)C1 (stereo not given) | 0.4 | 10 | -1 | -5 | 0.2
6 | O=C(NCc1cccc(F)c1)C1CCN(C(=O)c2sccc2-n2cccc2)CC1 | -0.2 | 4 | -6 | 1 | 0.5
7 | Cn1c(CN2CCCC2)nc2cc(NC(=O)C3CCCCC3)ccc21 | 3.2 | -3 | 4 | 4 | -0.8
8 | O=C(COc1nsnc1N1CCOCC1)N1CCOCC1 | -0.1 | -9 | 0 | 1 | 0.1
9 | Cc1c(OCC(=O)C(C)(C)C)ccc2c(-c3ccccc3)cc(=O)oc12 | 2.6 | -3 | -2 | -2 | 0.0
10 | CCCC/C=C1/[C@H](c2ccccc2)N(C)C2=N[C@H](c3ccccc3)CC(=O)N21 | / | 4 | / | -31 | /

# | ARFGAP1 inhibitor | ASAP1 inh | ADAM10 inh | GC-A act | sPLA2-III inh
1 | -2 | -1 | 4 | -9 | -9
2 | 0 | 1 | -9 | 1 | 4
3 | 6 | 18 | 10 | 2 | 19
4 | 0 | 0 | 0 | 2 | -7
5 | 6 | -12 | 0 | -3 | 5
6 | 0 | -4 | -12 | 2 | 4
7 | -9 | -4 | -43 | 3 | -7
8 | 3 | 2 | 1 | 0 | -2
9 | -10 | -3 | 17 | -3 | 5
10 | / | / | -4 | -30 | -4

Remaining list, next part:
# | Compound | FXN GAA850 act | Tn6 DDE FP | rCAG binder | NPR2 activator | KLK7 zymogen act
11 | CC1(C)Cc2nc(Cl)c(C#N)cc2CO1 | 1.6 | 1 | 1 | -1 | -0.6
12 | CCN(c1ccccc1)S(=O)(=O)c1cc(C(=O)NCc2ccccn2)ccc1C | 0.5 | -2 | 0 | 2 | -0.2
13 | COc1ccc(NC(=O)N(C)C[C@H]2Oc3c(NC(=O)Nc4ccc5c(c4)OCO5)cccc3C(=O)N([C@H](C)CO)C[C@@H]2C)cc1 | -3.5 | 0 | 13 | -1 | 0.7
14 | CCCCN(C(=O)CCOc1ccc(OCC)cc1)c1c(N)n(Cc2ccccc2)c(=O)[nH]c1=O | -1.2 | 0 | 4 | 14 | 0.6
15 | O=C1CC(c2ccc(Cl)cc2)c2c(O)cc(O)cc2O1 (stereo not given) | 1.1 | 6 | 4 | 7 | 0.3
16 | Cc1c(Cl)cccc1N=C1SCCN1C(=O)CN1C(=O)NC2(CCCC2)C1=O | -2.7 | 8 | -2 | 7 | 0.6
17 | CCC(C)N1CC(=O)N2Cc3[nH]c4ccccc4c3C[C@H]2C1=O (stereo not given in full) | 1.4 | 1 | -3 | 1 | 1.0
18 | CN(CC(=O)Nc1ccc(N2CCOCC2)cc1)CC(=O)Nc1ccccc1C#N | 1.9 | 5 | -8 | -7 | 0.2
19 | Cc1cccc(Nc2nc3c(S(=O)(=O)c4ccccc4)nnn3c3ccccc23)c1C | 0.7 | -1 | 4 | 8 | -0.4
20 | O=C(NCCCCO)C(F)(F)C(F)(F)C(F)(F)C(=O)NCCCCO | -2.2 | 6 | -2 | -3 | 0.1

# | ARFGAP1 inhibitor | ASAP1 inh | ADAM10 inh | GC-A act | sPLA2-III inh
11 | 0 | 4 | -5 | -2 | -2
12 | 8 | 10 | -11 | -2 | 2
13 | 0 | 18 | -1 | 2 | -9
14 | 2 | 14 | -10 | 4 | -2
15 | -4 | 2 | 13 | 2 | -17
16 | 14 | -2 | 9 | 38 | -14
17 | 3 | -4 | 4 | 1 | -4
18 | -1 | -5 | 5 | 2 | 0
19 | -1 | 2 | -3 | 11 | 13
20 | 0 | -1 | -2 | 2 | 11

Some of the entries so far, with bars between the fields:
item | compound | FXN GAA850 act | Tn6 DDE FP | rCAG binder | NPR2 activator | KLK7 zymogen act | ARFGAP1 inhibitor | ASAP1 inh | ADAM10 inh | GC-A act | sPLA2-III inh
7 | Cn1c(CN2CCCC2)nc2cc(NC(=O)C3CCCCC3)ccc21 | 3.2 | -3 | 4 | 4 | -0.8 | -9 | -4 | -43 | 3 | -7
8 | O=C(COc1nsnc1N1CCOCC1)N1CCOCC1 | -0.1 | -9 | 0 | 1 | 0.1 | 3 | 2 | 1 | 0 | -2

More results follow:
# | Compound | FXN GAA850 act | Tn6 DDE FP | rCAG binder | NPR2 activator | KLK7 zymogen act
21 | CC(C)CN(C(=O)c1cccc(Cl)c1)c1c(N)n(Cc2ccccc2)c(=O)[nH]c1=O | 1.7 | 3 | 3 | -1 | 0.2
22 | O=C(NCCc1ccc(Cl)cc1)C(=O)Nc1cc2c3c(c1)CC(=O)N3CCC2 | 0.2 | -4 | 7 | -4 | 0.2
23 | CSc1ccccc1OCc1cc(C(=O)NC(C)c2cnn(C)c2)no1 (stereo not given) | 5.0 | -4 | -5 | 2 | 0.2
24 | CCCNC(=O)C1CCN(S(=O)(=O)c2ccc3c(c2)OCCO3)CC1 | -1.9 | 1 | -6 | 3 | 0.3
25 | Brc1ccc(Cn2c(-c3cncs3)nc3ccccc32)cc1 | 4.5 | -3 | -3 | 5 | -0.7
26 | O=S(=O)(NCC(c1ccco1)N1CCCCC1)c1ccccc1C(F)(F)F (stereo not given) | -0.7 | -6 | -1 | -3 | 0.1
27 | CCN(CC)c1ccc(NC(=O)CSc2nc3ccccc3c(=O)[nH]2)cc1 | 1.2 | -1 | 17 | 1 | 0.8
28 | COC(=O)c1ccc(COc2ccc(C=O)cc2OC)o1 | 2.1 | -3 | 3 | -4 | -0.1
29 | CCOC(=O)c1cc(OCC)c2c(ccc3cc(OC)ccc32)n1 | -1.2 | 2 | 3 | 0 | 0.9
30 | COC(=O)C(=O)/C=C(\O)c1ccc(C)cc1 | 1.8 | -4 | 2 | 2 | -0.7

# | ARFGAP1 inhibitor | ASAP1 inh | ADAM10 inh | GC-A act | sPLA2-III inh
21 | -4 | 4 | -17 | 1 | 2
22 | 1 | -8 | -9 | 3 | -22
23 | -3 | -1 | -4 | 22 | -17
24 | 4 | -2 | -9 | 1 | -3
25 | 5 | -9 | 9 | 53* | -3
26 | 4 | -1 | -12 | -9 | -13
27 | 1 | 23 | 7 | -4 | -13
28 | -1 | 2 | 3 | 3 | 7
29 | 10 | -2 | -243 | -4 | 5
30 | -6 | 2 | -4 | 1 | 27*

Look-ups from above.
`O=S(=O)(NCC(c1ccco1)N1CCCCC1)c1ccccc1C(F)(F)F` (stereo not given) in ADAM10 inh has -12
`Brc1ccc(Cn2c(-c3cncs3)nc3ccccc32)cc1` in rCAG binder has -3

New compounds follow.
# | Compound | FXN GAA850 act | Tn6 DDE FP | rCAG binder | NPR2 activator | KLK7 zymogen act
31 | O=C(Nc1ccc(F)cc1F)NC1CCCc2ccccc21 (stereo not given) | 0.1 | -5 | -2 | 1 | -0.7
32 | CCc1cc2c3c(c1)C(C)CC(C)(C)N3C(=O)/C2=C1\SC(=O)NC1=O (stereo not given) | 0.5 | 1 | 8 | 1 | 0.1
33 | Cc1ccc(NC(=O)C(=O)NCC2OCCc3ccccc32)cc1 (stereo not given) | 0.0 | 1 | -2 | 10 | 0.1
34 | C=CCCN(Cc1ccccc1)S(=O)(=O)c1cc(Br)ccc1Br | 0.3 | 9 | -1 | -1 | 0.4
35 | COc1c(S(=O)(=O)N2CCN(C)CC2)ccc(Cl)c1Cl | 0.9 | 1 | -4 | 4 | 0.5
36 | Cc1nc(N)[nH]c(=O)c1CCCNS(=O)(=O)c1ccc([N+](=O)[O-])cc1 | 0.4 | -3 | 4 | -2 | -0.1
37 | COCCn1c(-c2ccccc2)nc2ccccc21 | 1.4 | -3 | -3 | 0 | -0.8
38 | COc1ccc(OC)c(S(=O)(=O)Nc2cccc3ccc(O)cc23)c1 | -1.0 | 8 | 9 | -5 | -0.5
39 | CCSC1=C(C#N)C(c2cccc(OC)c2)CC(=O)N1 (stereo not given) | 0.2 | 8 | -3 | 6 | -0.2
40 | COC(=O)c1ccc(CSc2nc(N)cc(N)n2)cc1 | 1.1 | -3 | 4 | -1 | -0.3

# | ARFGAP1 inhibitor | ASAP1 inh | ADAM10 inh | GC-A act | sPLA2-III inh
31 | -2 | -8 | 0 | 1 | -2
32 | 2 | -8 | -1 | -2 | -3
33 | -4 | -1 | -8 | 8 | 4
34 | 1 | -13 | 5 | -1 | -2
35 | -1 | 2 | -8 | 4 | 3
36 | -13 | -1 | 2 | -2 | -5
37 | -3 | -6 | -7 | 3 | 12
38 | 9 | -1 | 2 | 0 | -39
39 | 6 | 8 | -4 | 1 | 4
40 | -2 | 4 | 7 | -3 | -10

In the list so far, 2 have a furan ring, fused or not:
# | Compound | FXN GAA850 act | Tn6 DDE FP | rCAG binder | NPR2 activator | KLK7 zymogen act
26 | O=S(=O)(NCC(c1ccco1)N1CCCCC1)c1ccccc1C(F)(F)F (stereo not given) | -0.7 | -6 | -1 | -3 | 0.1
28 | COC(=O)c1ccc(COc2ccc(C=O)cc2OC)o1 | 2.1 | -3 | 3 | -4 | -0.1

# | ARFGAP1 inhibitor | ASAP1 inh | ADAM10 inh | GC-A act | sPLA2-III inh
26 | 4 | -1 | -12 | -9 | -13
28 | -1 | 2 | 3 | 3 | 7

Continuation.
# | Compound | FXN GAA850 act | Tn6 DDE FP | rCAG binder | NPR2 activator | KLK7 zymogen act
41 | CC1=NC(=O)C(N=Nc2ccccc2C(=O)O)N1c1ccccc1 (stereo not given) | -2.2 | 6 | 23 | 3 | 0.2
42 | Cc1ccc(CNS(=O)(=O)c2c(C(=O)N3CCCCCC3)c(C)n(C)c2C)cc1 | -0.1 | -9 | -4 | 2 | 0.3
43 | O=C(CSc1ccc([N+](=O)[O-])cc1)OCC(=O)N1CCCC1=O | -1.3 | -1 | 3 | 4 | 0.4
44 | Cc1cc(C)c(-c2csc(NC(=O)COC(=O)c3ccc4c(c3)OCO4)n2)c(C)c1 | 1.0 | 4 | 4 | 2 | 0.0
45 | COc1ccc(C(CC(=O)N2CCN(C)CC2)NC(=O)C(F)(F)F)cc1 (stereo not given) | 2.4 | 0 | -2 | -1 | -1.0
46 | Cc1ccc2nc(-c3ccccc3)c(Cc3ccccn3)n2c1 | / | -7 | 1 | 4 | 0.9
47 | COc1ccc(NC(=O)C2CCC(=O)N2S(=O)(=O)c2ccc(C)cc2)c(OC)c1 (stereo not given) | -1.3 | 8 | 1 | 7 | 0.3
48 | COC(C[C@@H]1O[C@H]1C(=O)COCc1ccccc1)OC | -0.4 | 6 | -4 | 2 | 0.0

# | ARFGAP1 inhibitor | ASAP1 inh | ADAM10 inh | GC-A act | sPLA2-III inh
41 | -5 | -4 | 3 | 6 | -14
42 | 3 | -4 | -5 | -1 | -2
43 | -4 | 7 | 0 | 5 | -4
44 | 0 | -8 | 2 | 0 | 3
45 | -2 | -13 | -2 | -2 | 2
46 | 0 | 1 | -113 | 4 | 3
47 | -9 | -4 | 5 | 0 | -3
48 | 2 | 14 | -4 | 4 | 4

Screening data from PubChem.
